Compound activity (PubChem BioAssay)
Mac1 fbg enh: enhancers of human CD11b/CD18 binding to fibrinogen. AID 1499. activation, % at 10 µM. K562 CD11b/CD18 adhesion to fibrinogen, ATPlite luminescence. 93,000 compounds, 0.07% hits;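 active means 10 µM primary screen giving 50% or more activity, confirmed by 40% or more on retest at that dose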; further: strong numbers were not always called active; reference of the scale not given here
Target sequence (P05107 whole entry, looked up, other chains not shown): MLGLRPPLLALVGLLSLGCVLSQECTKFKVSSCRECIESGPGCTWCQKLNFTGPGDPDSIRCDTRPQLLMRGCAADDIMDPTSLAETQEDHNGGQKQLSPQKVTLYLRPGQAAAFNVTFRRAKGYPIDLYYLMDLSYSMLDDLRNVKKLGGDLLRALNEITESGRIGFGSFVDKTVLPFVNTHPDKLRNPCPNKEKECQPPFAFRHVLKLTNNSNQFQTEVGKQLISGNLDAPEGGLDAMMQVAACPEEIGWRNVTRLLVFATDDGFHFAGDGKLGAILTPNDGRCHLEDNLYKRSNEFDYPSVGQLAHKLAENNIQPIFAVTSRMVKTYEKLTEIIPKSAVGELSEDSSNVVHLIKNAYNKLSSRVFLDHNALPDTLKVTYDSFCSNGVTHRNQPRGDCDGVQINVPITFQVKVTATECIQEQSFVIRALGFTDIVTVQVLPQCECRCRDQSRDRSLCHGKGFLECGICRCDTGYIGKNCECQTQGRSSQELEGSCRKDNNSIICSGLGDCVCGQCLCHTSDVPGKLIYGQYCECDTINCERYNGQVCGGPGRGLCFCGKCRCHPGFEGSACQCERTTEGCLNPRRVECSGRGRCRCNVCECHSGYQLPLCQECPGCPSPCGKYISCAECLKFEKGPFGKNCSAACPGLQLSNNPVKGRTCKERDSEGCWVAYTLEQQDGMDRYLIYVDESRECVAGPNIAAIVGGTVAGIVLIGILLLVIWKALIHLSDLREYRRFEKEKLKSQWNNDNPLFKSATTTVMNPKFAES
E coli WT exp: blocks growth of wild type E. coli BW25113; OD600 absorbance; growth inhibition, % at 100 µM; 98,000 compounds, 0.15% hits;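 active means growth inhibition above about 50% at one test dose, limit read from the data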;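 further: growth measured after 20 h incubation at 37 °C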
FAK blocker: inhibitors of human focal adhesion kinase; inhibition, %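 (tested at 7 µM)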; biochemical FAK kinase activity assay; Q05397; 97,000 compounds, 0.84% hits; in the data active means inhibition above about 19%;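 further: 0% = DMSO and 100% = reference compound high control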
MT1-MMP txn act: activates MT1-MMP transcription; AID 750; HT1080 MT1-MMP promoter luciferase reporter, luminescence, overnight; hits give high values; activation factor at 10 µM; 86,000 compounds, 0.16% hits;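 active means activation factor of at least 2 for MT1-MMP transcription at 10 µM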
Mac1 fbg inh: CD11b/CD18-fibrinogen binding inhibition | P05107+P11215 | K562 CD11b/CD18 adhesion to fibrinogen, ATPlite luminescence; Mn2+ added to activate the integrin | inhibition, % at 10 µM | 93,000 compounds, 0.54% hits | AID 1497;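 active means primary inhibition of 50% or more at 10 µM, then 40% or more on retest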; further: some results filed as inactive read as strong as hits
PLAP activator: human PLAP activation. P05187. purified PLAP enzyme, luminescent substrate read-out; hits give high values. activation fold at 20 µM. 96,000 compounds, 1.2% hits; in the data active means activation fold above about 2
ERa SRC1 inh: blocks coactivator binding to human estrogen receptor alpha; P03372; TR-FRET ER-alpha LBD / SRC-1 peptide, estradiol-bound; inhibition, % at 25.6 µM; 86,000 compounds, 1.7% hits; in the data active means inhibition above about 50%;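 further: 0% = receptor plus peptide control and 100% = peptide only without receptor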
ERa coact pot: ER-alpha (human) coactivator binding potentiation; P03372; TR-FRET ERalpha-LBD/SRC-Cy5 coactivator binding, 2 h; 100 = basal binding, no effect; coactivator binding (% of control), % at 25.6 µM; 86,000 compounds, 1.3% hits; in the data active means activity above about 200%;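 further: binding measured in presence of low estradiol as agonist stimulus; 0% = peptide alone without receptor and 100% = receptor with peptide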
ERb SRC1 inh: blocks coactivator binding to human estrogen receptor beta | Q92731 | TR-FRET ER-beta LBD / SRC1-Cy5 peptide binding; receptor agonist-loaded with 1 µM estradiol | inhibition, % at 25.6 µM | 86,000 compounds, 1.3% hits | AID 633;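 active means compounds whose percent inhibition of the receptor-coactivator binding signal exceeds about 50% in the single-dose screen, limit read from the data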;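 further: 0% = receptor plus peptide wells without compound and 100% = peptide-only wells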
* hit, by the source's call; · = no result given; [ ] = remark or other dose.

SMILES | Mac1 fbg enh | E coli WT exp | FAK blocker | MT1-MMP txn act | Mac1 fbg inh | PLAP activator | ERa SRC1 inh | ERa coact pot | ERb SRC1 inh
CC1CCCCN1CC(=O)Nc1ccc(Oc2ccccc2)cc1 (stereo unspecified) | -2 | 18 | 2 | 1.2 | 0 | 1.5 | 6[fluorescence artefact?] | 106 | -1[fluorescence artefact?]
O=C(O)CCCC(=O)Nc1cccc2cccnc12 | -1 | -9 | 1 | 1.2 | -2 | 0.9 | · | · | ·
COc1cccc(CN2C(=O)CCC2(C)C(=O)NC2CCCC2)c1 (stereo unspecified) | -1 | -5 | 2 | 1.2 | -28 | 1.6 | 14 | 79 | 20[fluorescence artefact?]
Cc1cc(N2C(=O)C(O)=C(C(=O)c3ccco3)C2c2ccc(O)cc2)no1 (stereo unspecified) | 0 | 4 | -5 | 0.9 | -1 | 1.1 | 3 | 88 | -4
CCOC(=O)COc1ccc2c(c1)C(=O)CC1(CCN(C(C)=O)CC1)O2 | 1 | 4 | -7 | 1.3 | -9 | 1.1 | -2 | 102 | 7
CC(C)c1ccc(-c2nc(N3CCCC3)nc3n[nH]c(N)c23)cc1 | -6 | -9 | · | 1.1 | -12 | 0.9 | 0[fluorescence artefact?] | 120[fluorescence artefact?] | -10[fluorescence artefact?]
Nc1ccc(S(=O)(=O)c2ccc(Cl)cc2)cc1 | 0 | 12 | -1 | 1.1 | 0 | 0.8 | 4[fluorescence artefact?] | 110 | -3[fluorescence artefact?]
COc1ccc(CCNC(=O)CSc2nc(C)nc3c2oc2ccccc23)cc1OC | · | -4 | -1 | 1.2 | · | 1.3 | 1[fluorescence artefact?] | 108 | -5[fluorescence artefact?]
O=C(O)Cn1c(CC(=O)N2CCCC2)nc2ccccc21 | -3 | 3 | 1 | 1 | -8 | 0.9 | -6 | 117[fluorescence artefact?] | 0
Cc1ncoc1C(=O)Nc1ccccc1-c1ccccc1 | -3 | -3 | 0 | 1.2 | 0 | 1.1 | 2[fluorescence artefact?] | 106 | 5[fluorescence artefact?]
CCOC(=O)c1c(C)nc2sc3c(=O)n(-c4ccc(C(C)=O)cc4)nnc3c2c1-c1ccc(Cl)cc1 | 8 | -8 | 6 | · | 19 | 1.1 | · | · | ·
CC1CCN(CC(=O)NCc2ccccc2)CC1 | -2 | 5 | -2 | 1.2 | 6 | 1 | -2 | 96 | -14
COc1ccc(-c2cn3ccccc3n2)cc1OC | 4 | 12 | -4 | 1.4 | 19 | 0.8 | -4 | 119 | 8
CCn1c(O)c(N=NC2=NC(=O)CS2)c2cc(C)ccc21 | · | -7 | 2 | 1.1 | · | 1.1 | -3 | 100[fluorescence artefact?] | 7
CCOc1ccc(S(=O)(=O)N2CCCCC2)c2ccccc12 | -2 | 2 | 3 | 1 | -6 | 1 | -3 | 96 | -6
CC1CCC(C(C)C)C2=C1C(C#N)(C#N)C(C#N)(C#N)C(c1ccccc1)N2 (stereo unspecified) | 0 | 10 | 17 | 1.2 | 3 | 1.3 | -1 | 74[fluorescence artefact?] | 19[fluorescence artefact?]
CN(C)CCN1C(=O)C(O)=C(C(=O)c2cc3ccccc3o2)C1c1ccccn1 (stereo unspecified) | · | 3 | 4 | 0.9 | · | 1 | -3 | 102 | -6[fluorescence artefact?]
O=C(CSCc1cnn(-c2ccccc2)c1-n1cccc1)NCCN1CCOCC1 | -2 | 9 | 1 | · | 1 | 1.6 | -10 | 111 | 4
OCCN1CCN(CC(O)COc2ccc3ccccc3c2)CC1 (stereo unspecified) | 12 | 5 | 4 | 1.1 | 9 | 1.2 | -4 | 116 | 2
COc1ccc(CCNC(=O)C(=O)Nc2nccs2)cc1OC | 2 | 3 | -4 | · | 10 | 1.6 | · | · | ·

Compound profiles, as listed above:
OCCN1CCN(CC(O)COc2ccc3ccccc3c2)CC1 (stereo unspecified) is listed with Mac1 fbg enh = 12; E coli WT exp = 5; FAK blocker = 4; MT1-MMP txn act = 1.1; Mac1 fbg inh = 9; PLAP activator = 1.2; ERa SRC1 inh = -4; ERa coact pot = 116; ERb SRC1 inh = 2
CC1CCCCN1CC(=O)Nc1ccc(Oc2ccccc2)cc1 (stereo unspecified) is listed with Mac1 fbg enh = -2; E coli WT exp = 18; FAK blocker = 2; MT1-MMP txn act = 1.2; Mac1 fbg inh = 0; PLAP activator = 1.5; ERa SRC1 inh = 6[fluorescence artefact?]; ERa coact pot = 106; ERb SRC1 inh = -1[fluorescence artefact?]
CCOC(=O)c1c(C)nc2sc3c(=O)n(-c4ccc(C(C)=O)cc4)nnc3c2c1-c1ccc(Cl)cc1 is listed with Mac1 fbg enh = 8; E coli WT exp = -8; FAK blocker = 6; MT1-MMP txn act = ·; Mac1 fbg inh = 19; PLAP activator = 1.1; ERa SRC1 inh = ·; ERa coact pot = ·; ERb SRC1 inh = ·

The list goes on.
SMILES | Mac1 fbg enh | E coli WT exp | FAK blocker | MT1-MMP txn act | Mac1 fbg inh | PLAP activator | ERa SRC1 inh | ERa coact pot | ERb SRC1 inh
CC(C)C(=O)N(Cc1ccccc1)c1ccccn1 | -4 | -1 | 0 | 1.3 | 0 | 1.5 | 4 | 100 | -2
CCOC(=O)c1nn(-c2ccccc2)c(=O)cc1SC(C)CC (stereo unspecified) | -2 | -1 | 0 | · | -1 | 1.2 | · | · | ·
CCOC(=O)NC1(C(F)(F)F)C(=O)NC(C)=C1C#N (stereo unspecified) | · | · | 4 | 1.4 | · | · | -13 | 109 | -7
O=C(OCc1nnc(-c2ccccc2)o1)c1cc(S(=O)(=O)N2CCOCC2)c(Cl)cc1Cl | -1 | -6 | 2 | 1 | -29 | 0.9 | 3[fluorescence artefact?] | 100 | 8[fluorescence artefact?]
Nc1sccc1C(=O)c1ccc(Cl)cc1 | 0 | 2 | 3 | 1.4 | 5 | 0.9 | 6 | 55 | 6
CCc1cc(C)cc(OCCNC(=O)c2ncn[nH]2)c1 | -3 | -4 | -3 | 1.2 | 2 | 2* | -5 | 108 | -6
COc1ccc2[nH]c(C)c(CCN3C(=O)OC(C)(C)C3(C)O)c2c1 (stereo unspecified) | 9 | -5 | -3 | 1 | -22 | 1 | -9 | 102 | -2
Cc1ccccc1Oc1ncnc2oc(-c3ccccc3)cc12 | -5 | 4 | -6 | · | -19 | 0.9 | · | · | ·
COc1ccc(Nc2nc(N)nc(CSc3nncn3C)n2)cc1 | -2 | -16 | 0 | 1.5 | 4 | 0.9 | -3 | 104 | -13
COCCNC(=O)C1CC(c2cccc(OC)c2)=NO1 (stereo unspecified) | 0 | 6 | 9 | 1.2 | -9 | 1 | -6[fluorescence artefact?] | 109 | -5
COc1ccc(NC(=O)c2c(-c3ccccc3)noc2C)c(OC)c1 | 4 | 5 | 1 | · | -9 | 0.7 | 0 | 117 | -7
CCOC(=O)C1CCN(C(=O)N(C)C)CC1 | -5 | 3 | 0 | 1 | · | 1.1 | -6 | 96 | 5
Cc1cc(N2C(=O)C3C4C=CC(C4)C3C2=O)no1 (stereo unspecified) | -4 | 3 | -2 | 1 | -33 | 1 | -11 | 115 | 5
O=C(NCc1cccnc1)c1cccc2c1C(=O)N(Cc1cccnc1)C2 | -1 | 3 | -1 | 1 | -45 | 0.9 | 19 | 71 | 21
COc1ccc(OC)c(NC(=O)C2CCCN(S(=O)(=O)c3c(C)noc3C)C2)c1 (stereo unspecified) | -1 | -5 | -4 | 1.3 | 7 | 0.9 | 35[fluorescence artefact?] | 49[fluorescence artefact?] | 34
CC1=CC(C)(C)Nc2ccc(OC(=O)CN3C(=O)CCC3=O)cc21 | 1 | 4 | · | · | -4 | 1.2 | · | · | ·
CCN(CC)Cc1csc2ccc(Br)cc12 | 2 | 15 | -8 | · | 0 | 1.1 | · | · | ·
Cc1ccc(C(=O)OC2CCN(c3ccc([N+](=O)[O-])cc3)CC2)cc1 | 0 | -10 | 2 | · | -9 | 0.9 | · | · | ·
O=S(=O)(NCCOCCNS(=O)(=O)c1ccccc1)c1ccccc1 | · | 0 | 1 | 0.9 | · | 0.9 | 4 | 98 | -2
CNC(=O)c1cc2c(=O)n3cccc(C)c3nc2n1C | · | · | · | 1.3 | · | · | 19 | 108 | 3
CCCC(=O)Nc1ccc2oc(-c3cccnc3)nc2c1 | -2 | 3 | 3 | 1.3 | -14 | 0.8 | -5 | 94[fluorescence artefact?] | 8
COc1ccc(CN(C(=O)Cc2c[nH]c3ccccc23)C(C(=O)NC2CCCCC2)c2ccc(C)o2)cc1 (stereo unspecified) | -2 | -15 | -3 | · | -40 | 1.5 | · | · | ·
Cc1ccc(CNC(=O)C2CCN(S(=O)(=O)c3c(C)noc3C)CC2)cc1 | -5 | -3 | 1 | 1 | -6 | 0.8 | -4 | 106 | -10
CCOCCCNc1ccc(-c2ccccc2)nn1 | -4 | 15 | 9 | 1.5 | -1 | 1.3 | 1[fluorescence artefact?] | 113 | -7[fluorescence artefact?]
CCOC(=O)N(Cc1ccccc1)C(C(=O)O)C(C(=O)O)N(Cc1ccccc1)C(=O)OCC (stereo unspecified) | -2 | -4 | -2 | 1.1 | 0 | 1.3 | 37 | 110 | 17
CCOC(=O)c1nnn(-c2ccccc2)c1C | · | · | 2 | 1.2 | · | · | -12 | 108 | -3
CC(C)c1ccc(O)c(NC(=O)c2cncc(Br)c2)c1 | -4 | -5 | -3 | 1.5 | -20 | 1.1 | -4 | 119 | -14
CCC(=O)Nc1ccccc1C(=O)OCC(=O)Nc1ccc(S(N)(=O)=O)cc1 | 2 | 2 | 3 | 1.1 | -4 | 0.9 | -6 | 108 | -4
CCOCCCNC(=O)C1CCCN1C(=O)NC1CCCCC1 (stereo unspecified) | 3 | 2 | 1 | 1.2 | -12 | 0.9 | 11 | 100 | -3
Cc1ccc2nc(NC(=O)Cc3cccs3)sc2c1 | -2 | 5 | 7 | 1.8 | 8 | 1.2 | 0 | 91 | -5
COc1cccc(NC(=O)Nc2ccc3c(c2)N(C)C(=O)CS3)c1 | -5 | 14 | 3 | 1.3 | 23 | 1.1 | -6 | 81 | -2
COc1ccccc1-n1c(CNC(=O)c2ccc(S(=O)(=O)N3CCOCC3)cc2)n[nH]c1=S | -1 | -2 | -1 | · | 1 | 1.7 | -3 | 103 | -13
O=C(NCc1ccncc1)Nc1ccccc1Cl | -2 | -10 | · | 1 | -2 | 0.9 | -3 | 112 | 0
O=C(NCCN1CCOCC1)c1cc2cc(Cl)cc(Cl)c2oc1=O | · | · | 0 | 1.1 | · | · | -3 | 109 | -4
COc1ccc(C(=O)NCCC(C)C)cc1S(=O)(=O)N1CCOCC1 | -4 | 6 | -7 | 1 | -43 | 1.3 | -3 | 114 | -5[fluorescence artefact?]
COCCCn1c(SCC(=O)OC2CCCCC2)nnc1-c1ccco1 | 2 | 9 | 0 | 1.2 | 12 | 1.1 | 2[fluorescence artefact?] | 106 | 4
O=C(NCCc1ccccc1)C1CCCN(S(=O)(=O)c2cccnc2)C1 (stereo unspecified) | -3 | -2 | 2 | 1 | -7 | 1 | · | · | ·
CCn1c2ccccc2c2cc(C3C(C#N)=C(N)Oc4n[nH]c(COC)c43)ccc21 (stereo unspecified) | 64 | 0 | 4 | 1.8 | 20 | 1.5 | 4[fluorescence artefact?] | 64 | 0
CSc1cccc(-n2cc(-c3ccc4c(c3)OCO4)[nH]c2=O)c1 | -3 | -9 | 0 | 1.3 | 6 | 1.1 | 12 | 133 | 29
CN(C)c1ccc(C(=O)Nc2cc(C(F)(F)F)ccc2-n2cncn2)cc1 | -4 | -1 | 1 | 1.2 | 16 | 1.1 | -3[fluorescence artefact?] | 88 | -1
CC(C)(C)NC(=O)CN(C(=O)CSc1nnc(COc2ccccc2)o1)c1cccc(F)c1 | -4 | 0 | 0 | 0.9 | 10 | 1.2 | -1 | 86 | -4
O=C(NC1CCCc2ccccc21)c1ccc(=O)[nH]c1 (stereo unspecified) | · | -5 | -3 | 1 | · | 1.1 | 9 | 106 | -8
CC(C)(C)C1CCC(OC(=O)CN2CCOCC2)CC1 (stereo unspecified) | -1 | 5 | 3 | 1.3 | -29 | 1 | -8 | 106 | -9
CCCCN(CC(=O)Nc1c(C)cccc1CC)C(=O)SCC | -1 | 8 | -1 | · | -4 | 1.1 | · | · | ·
COc1ccc(/C=C2\SC(c3ccc(C)cc3)=NC2=O)cc1OC | 6 | -8 | 0 | · | 1 | 0.7 | · | · | ·

An unsorted share of the library. About 5.1% of those tested had a hit in this group.
